Source: PubChem BioAssay (Sanford-Burnham Center for Chemical Genomics)
SENP6 inh: blocks the human protease SENP6; Q9GZR1; Recombinant SENP6 catalytic domain, aminoluciferin luminescence; inhibition, % at 10 µM; 330,000 tested, 1.8% active; AID 2599;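 active = inhibition above about 50% at the single tested dose, limit read from the data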;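 note: plate controls were DMSO wells with enzyme for no effect and DMSO wells lacking enzyme for full effect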
NLRP3 yeast inh: blocks the NALP3 inflammasome reconstituted in yeast. Yeast reconstituted NLRP3/ASC/caspase-1, beta-gal luminescence, 24 h. inhibition, % at 10 µM. 330,000 tested, 0.39% active;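 active = inhibition of 50% or more; inactive = inhibition below 50%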;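 note: plate controls were induced DMSO wells for no effect and uninduced yeast grown without galactose for full effect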
SENP7 inh: inhibitors of human SENP7 protease | Q9BQF6 | recombinant SENP7, Z-RLRGG-aminoluciferin luminescence, 40 min | inhibition, % at 5 µM | 330,000 tested, 1.5% active;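 active = inhibition above about 50% at the single test dose, limit read from the data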;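 note: plate controls were DMSO with enzyme for no effect and no enzyme buffer wells for full effect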
SENP8 block-1: SENP8 protease inhibition | Q96LD8 | purified SENP8, Z-RLRGG-aminoluciferin cleavage, luminescence | inhibition, % at 10 µM | 330,000 tested, 1.2% active | AID 2540; in the data active = inhibition above about 50%
SENP1 inh: SENP1 (human) catalytic domain inhibition. recombinant SENP1 catalytic domain, CyPet-SUMO1-YPet FRET cleavage. Q9P0U3. inhibition, % at 10 µM. 360,000 tested, 0.21% active. AID 624204;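 active = inhibition at least 30% at 10 µM, raw YFP signal under a set limit, fluorescence ratio 0.5 to 1.5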;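 note: 0% = enzyme with DMSO and 100% = no enzyme wells; some results filed as inactive read as strong as hits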
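Test system: hSENP1 catalytic domain, recombinant; Amount: 20 pM final SENP1 enzyme; Medium: Tris pH 8 buffer plus EDTA, NaCl, BME, BSA, NP40, catalase; Schedule: 50 min enzyme reaction, room temperature, light-protected; Technique: FRET fluorescence in CFP and YFP emission channels; Controls: no-enzyme wells low, DMSO-plus-enzyme wells high control.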
Apaf1 inhib: human Apaf-1 inhibition; inhibition, % at 20 µM; reconstituted apoptosome caspase-3 activity, DEVD-Rh110 fluorescence; 330,000 tested, 0.71% active; AID 489030; O14727; active = inhibition of at least 40% at 20 µM;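 note: plate controls were DMSO wells for no effect and DEVD-CHO caspase inhibitor wells for full effect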
Target sequence (O14727 whole entry, looked up): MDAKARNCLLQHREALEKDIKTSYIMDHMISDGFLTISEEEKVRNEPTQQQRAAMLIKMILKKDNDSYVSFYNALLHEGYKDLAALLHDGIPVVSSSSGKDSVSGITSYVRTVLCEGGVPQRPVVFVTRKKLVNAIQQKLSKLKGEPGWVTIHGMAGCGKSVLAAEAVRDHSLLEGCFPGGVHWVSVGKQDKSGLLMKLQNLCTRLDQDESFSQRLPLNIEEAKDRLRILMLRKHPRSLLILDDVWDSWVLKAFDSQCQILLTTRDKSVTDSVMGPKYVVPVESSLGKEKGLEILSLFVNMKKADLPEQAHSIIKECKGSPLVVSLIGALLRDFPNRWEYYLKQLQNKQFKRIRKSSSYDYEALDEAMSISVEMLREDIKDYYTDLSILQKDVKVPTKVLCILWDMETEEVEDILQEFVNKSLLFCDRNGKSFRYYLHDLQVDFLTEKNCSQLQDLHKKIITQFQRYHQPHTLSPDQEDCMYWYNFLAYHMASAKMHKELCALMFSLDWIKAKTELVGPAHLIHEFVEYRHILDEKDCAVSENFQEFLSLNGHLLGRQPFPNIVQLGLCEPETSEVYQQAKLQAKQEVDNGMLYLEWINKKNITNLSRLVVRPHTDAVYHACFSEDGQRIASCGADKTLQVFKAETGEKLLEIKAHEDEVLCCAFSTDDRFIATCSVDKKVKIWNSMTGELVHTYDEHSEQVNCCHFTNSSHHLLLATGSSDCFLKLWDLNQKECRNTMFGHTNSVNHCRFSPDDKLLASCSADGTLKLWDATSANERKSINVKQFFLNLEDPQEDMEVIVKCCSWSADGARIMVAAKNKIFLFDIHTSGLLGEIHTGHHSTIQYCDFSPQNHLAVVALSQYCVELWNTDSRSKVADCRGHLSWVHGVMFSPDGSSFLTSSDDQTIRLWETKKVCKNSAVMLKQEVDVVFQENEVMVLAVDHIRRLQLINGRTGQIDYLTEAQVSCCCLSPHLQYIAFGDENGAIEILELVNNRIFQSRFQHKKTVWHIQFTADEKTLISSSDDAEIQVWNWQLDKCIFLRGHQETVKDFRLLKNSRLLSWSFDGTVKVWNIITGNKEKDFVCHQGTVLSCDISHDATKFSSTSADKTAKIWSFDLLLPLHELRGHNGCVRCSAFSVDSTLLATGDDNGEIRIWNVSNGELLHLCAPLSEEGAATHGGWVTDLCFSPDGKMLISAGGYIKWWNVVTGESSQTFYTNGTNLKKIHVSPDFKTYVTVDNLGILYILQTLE
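Assay system – apoptosome proteins · Medium – Hepes buffer, pH 7.5 · Also added – cytochrome c with DEVD-Rh110 · Timing – 30 min compound preincubation, 50 min activation, room temperature · Detection – Rh110 fluorescence, excitation 480 nm, emission 540 nm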
PfG6PD inh: PfG6PD (Plasmodium falciparum) enzyme inhibition; AID 504690; inhibition, % at 20 µM; PfGluPho enzyme, NADPH resazurin-diaphorase fluorescence; 350,000 tested, 0.78% active;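 active = inhibition reaching at least a set limit at 20 µM in the primary screen, cut at about 59% in these data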;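 note: 0% = DMSO wells with substrate and 100% = DMSO wells lacking glucose-6-phosphate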
SENP8 block-2: blocks human SENP8 cleavage of Nedd8 substrate. inhibition, % at 20 µM. 360,000 tested, 0.64% active. AID 602440. recombinant SENP8, Nedd8 substrate fluorescence; in the data active = inhibition mostly above about 40%, no sharp cut-off; inactive = mostly below about 27%
HKDC1 inhibitor: HKDC1 (human) hexokinase inhibition | 340,000 tested, 0.16% active | inhibition, % at 20 µM | AID 493160 | recombinant HKDC1, G6PDH/diaphorase resazurin coupled fluorescence;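 active = inhibition above about 35% when tested at 20 µM, limit read from the data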;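 note: plate controls were DMSO wells with enzyme for no effect and DMSO wells lacking enzyme for full effect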
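Test system: recombinant HKDC1 (HK5) hexokinase enzyme, produced in-house; Amount: enzyme 5 µg/mL final; Buffer or medium: Tris pH 8.0 buffer with MgCl2, Tween-20, BSA, BME; Reagent: glucose and ATP substrates; Doses: 20 µM test compound, 1% DMSO; Incubation: 90 min reaction incubation at room temperature, dark; Detection: resorufin fluorescence at 613 nm.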
Numbers without * were called inactive; x = no result given.

Screens in order: SENP6 inh	NLRP3 yeast inh	SENP7 inh	SENP8 block-1	SENP1 inh	Apaf1 inhib	PfG6PD inh	SENP8 block-2	HKDC1 inhibitor
Cc1cc(C)c2nc(Nc3nc(-c4ccccc4)cc(=O)[nH]3)nc(C)c2c1
→ -10	15	3	-1	-2	3	25	12	1
Nc1nc(Nc2ccccc2)nc2c1ncn2[C@@H]1O[C@H](CO)[C@@H](O)[C@H]1O
→ -10	13	-2	2	0	0	-6	-5	-6
Cc1ccc(C)c(Cn2c(=O)n(C)c(=O)c3sccc32)c1
→ 20	10	3	5	-1	2	-9	7	3
CN1CCN(C(=O)CCNC(=O)Cn2cnc3ccccc3c2=O)CC1
→ 7	4	5	6	1	3	8	6	-4
CCc1ccc(NC(=S)N(Cc2ccccc2)Cc2ccccn2)cc1
→ -17	0	-3	-6	0	8	14	8	-2
COc1cc(/C=C2\SC(=S)N(Nc3ccccc3)C2=O)ccc1O
→ 93*	-15	72*	89*	50	11	-52	52*	10
COCCN(C(=O)c1ccc(C)c(S(=O)(=O)N2CCOCC2)c1)c1c(N)n(CC(C)C)c(=O)[nH]c1=O
→ x	x	x	x	-19	x	-4	-17	-4
CCOc1ccccc1NC(=O)N1CCC(c2nc3ccccc3[nH]2)CC1
→ 11	2	6	-3	3	-15	-2	22	19
CN(C)CCCNc1c2c(nc3ccccc13)CCC2
→ 6	7	-2	-2	-2	-2	1	19	1
Cc1cc(C)c2c(C)c(C(=O)NCc3ccc(S(N)(=O)=O)cc3)oc2c1
→ -3	13	1	6	-1	1	-12	0	6
CCSc1nc(C2CC2)cc(-c2ccco2)c1C#N
→ -3	26	-7	-10	-6	19	4	-52	0
COc1ccc(NC(=O)c2cc(C)no2)cc1
→ -36	13	0	-13	0	-3	-6	15	0
Cc1ccsc1C(=O)Nc1cccc(-n2cnnn2)c1
→ 0	4	11	-4	-2	8	8	3	-6
O=C(CC(C(=O)O)P(=O)(c1ccccc1)c1ccccc1)c1ccccc1 (stereo not given)
→ -33	15	-1	-4	-3	5	10	11	-6
COc1cc(CCC(=O)Nc2nnc(-c3cccnc3)s2)cc(OC)c1OC
→ -17	18	4	5	0	2	6	-164	-5
O=C(Cc1ccccc1)Nc1ccccc1C(=O)NCC1CCCO1 (stereo not given)
→ -5	7	-1	-12	2	-1	7	-4	-5
CCCCn1c(N)c(N(CCC(C)C)C(=O)c2ccc(COc3ccccc3)o2)c(=O)[nH]c1=O
→ -12	15	-10	-13	-12	6	-15	-57	-7
C[C@H]1O[C@H]1P(=O)(O)O
→ -4	12	2	6	0	-8	8	11	-4
CC(C)CC(=O)Nc1cc(NC(=O)CC(C)C)cc(C(=O)NC(C)(C)C)c1
→ 0	22	6	7	3	-1	-5	8	-2
Cc1ccc(C(=O)N2CCN(c3ncnc4c(-c5ccccc5)nsc34)CC2)cc1
→ -10	9	2	0	x	10	x	x	x
COc1ccc2cc(C3(C)NC(=O)NC3=O)ccc2c1 (stereo not given)
→ -29	6	-2	-5	0	-10	-21	10	-3
CC(=O)c1ccc(NC(=O)c2ccc(-n3cncn3)c([N+](=O)[O-])c2)cc1
→ -4	14	8	2	3	17	-1	12	4
CCOC(=O)C(NC(=O)c1ccccc1)(N1CCOCC1)C(F)(F)F (stereo not given)
→ -8	20	0	-4	2	1	-22	16	-3
O=C(CN1C(=O)CSc2ccc(S(=O)(=O)N3CCOCC3)cc21)N1CCCCC1
→ -4	5	-6	0	1	-3	-2	12	-3
COc1ccc(C)cc1NCc1cccc(OC)c1OC
→ -3	20	3	3	0	-12	13	19	5
Cc1ccnc(NC(=O)CCC(=O)N(CC(=O)NC2CCCCC2)Cc2cccs2)c1
→ -16	15	3	-4	1	1	-4	4	-9
CC(=O)N1CCN(C23CC4CC(CC(C4)C2)C3)CC1
→ 2	10	0	-2	-1	-3	17	16	-1
Cc1csc(=O)n1CCC(=O)OCC(=O)c1ccc(Br)cc1
→ -12	22	3	-16	3	11	-12	6	0
Cc1ccc(N(CC(O)CON=C2c3ccccc3-c3ccccc32)S(C)(=O)=O)cc1 (stereo not given)
→ -6	7	4	3	1	26	24	-9	-4
O=C(NC1CCCCC1)C1CCC(=O)N(Cc2cccc(C(F)(F)F)c2)C1 (stereo not given)
→ 3	24	3	0	-1	9	-5	8	-4

Sorted by the number under HKDC1 inhibitor (ascending): some entries from above
mol | HKDC1 inhibitor
Cc1ccnc(NC(=O)CCC(=O)N(CC(=O)NC2CCCCC2)Cc2cccs2)c1 | -9
CC(=O)N1CCN(C23CC4CC(CC(C4)C2)C3)CC1 | -1
Cc1csc(=O)n1CCC(=O)OCC(=O)c1ccc(Br)cc1 | 0

Quoted from the listing:
Value for `O=C(NC1CCCCC1)C1CCC(=O)N(Cc2cccc(C(F)(F)F)c2)C1` (stereo not given) under NLRP3 yeast inh: 24
Value for `O=C(Cc1ccccc1)Nc1ccccc1C(=O)NCC1CCCO1` (stereo not given) under SENP1 inh: 2

(cont.)
Screens in order: SENP6 inh	NLRP3 yeast inh	SENP7 inh	SENP8 block-1	SENP1 inh	Apaf1 inhib	PfG6PD inh	SENP8 block-2	HKDC1 inhibitor
CCC(C)NC(=O)CCc1c(C)nc2c(c(C)nn2-c2ccccc2)c1C (stereo not given)
→ -19	5	2	1	2	3	-6	-281	-4
Cc1c(Cl)cnc(NC(=O)COC(=O)c2ccc([N+](=O)[O-])s2)c1Cl
→ 71*	14	16	47	-2	40*	7	20	24
CC(C)(C)c1ccc(OC(=O)Nc2ccc(O)c(C(=O)O)c2)cc1
→ 83*	6	18	72*	3	11	-16	-263	6
O=C(Nc1ccccc1)C1CC(=O)N(Cc2ccccc2)C1 (stereo not given)
→ -6	14	-2	5	1	3	-4	9	-3
Cc1ccc(NC(=O)c2ccc(Cl)c(S(=O)(=O)Nc3c(C)n(C)n(-c4ccccc4)c3=O)c2)cc1Cl
→ -3	20	10	-14	-1	21	0	-2	0
C(#Cc1ccccc1)CN1CCOCC1
→ 5	8	-4	-3	2	-14	-5	12	-1
O=C(Nc1ccccc1C(F)(F)F)C(O)(c1ccccc1)C1CCCCC1 (stereo not given)
→ 6	21	11	-2	0	-2	-1	13	-5
CC(C)C[C@@H]1NC(=O)N(CCN2CCOCC2)C1=O
→ 11	15	6	2	0	-9	-13	8	-2
CCOC(=O)c1nnc(-c2ccc(C)cc2)nc1Oc1ccc(Cl)cc1Cl
→ 3	25	-16	-2	2	5	7	14	11
C/C(=N\OC(=O)c1cccc(Cl)c1)c1sc(C)nc1C
→ 37	14	40	4	2	17	14	16	-6
COc1ccc(Cl)cc1NC(=O)CCS(=O)(=O)c1cc2c(cc1C)NC(=O)CO2
→ 3	11	2	-2	2	-4	-1	16	2
O=C(Nc1cccnc1)c1ccc(F)c(S(=O)(=O)N2CCOCC2)c1
→ -7	-5	-6	-8	0	7	1	6	-4
O=C(O)c1ccc(SCc2ccccc2)nc1
→ 76*	6	-1	56*	2	16	-21	9	-1
CS(=O)(=O)Nc1cccc(C2=NN(C(=O)CCCC(=O)O)C(c3cccs3)C2)c1 (stereo not given)
→ -3	4	-6	-3	0	-1	-3	15	-5
CCN(CC(=O)Nc1c(F)cccc1F)C(=O)CCSc1ccc(C)cc1
→ 3	21	2	10	2	10	-16	2	0
O=C(COc1ccccc1)NCC(c1ccco1)N1CCCCC1 (stereo not given)
→ -3	22	-9	-4	-1	18	-6	-12	0
CCOC(=O)c1sc(NC(C)=O)nc1-c1ccccc1
→ -4	14	-8	-5	3	-14	17	6	-11
Cc1ccc(S(=O)(=O)N2c3cc(C)ccc3OCC2C(C)(C)C)cc1 (stereo not given)
→ -17	13	-1	0	1	12	-2	16	-2
CCc1ccc[n+](-c2[nH]c(=O)sc2/C=N/N=C(\[O-])c2cccnc2)c1
→ -5	6	3	1	2	3	2	34	3
Cc1ccc(Cn2c(O)c(N=NC(=S)Nc3ccccc3F)c3ccccc32)cc1
→ 0	17	0	0	4	2	-1	30	-14
Cc1cc(C)c(S(=O)(=O)N2CCCC2CNC(=O)c2ccc3c(c2)OCO3)c(C)c1 (stereo not given)
→ -4	4	-5	7	-2	23	-1	5	-4
C=CCOc1ccc(C(c2c(C(=O)O)[nH]c3ccccc23)c2c(C(=O)O)[nH]c3ccccc23)cc1
→ 22	-7	8	18	-32	28	-34	-39	14
CCOc1ccc(NC(=O)CN(C)C(=O)CCCOc2ccc(Cl)c(C)c2)cc1OCC
→ -11	3	8	-10	-4	22	7	5	-1
O=C(Nn1c(-c2ccc(Br)cc2)nc2ccccc2c1=O)c1ccncc1
→ -15	18	-2	1	1	-5	-17	4	-7
Cc1ccc(C(=O)N2N=C(c3ccccc3)CC2(O)C(F)(F)F)o1 (stereo not given)
→ -23	1	-2	-6	-1	5	17	18	12
Cc1ccc(CNC(=O)CCc2nnc3ccc(NCCCN4CCCC4=O)nn23)cc1
→ 7	6	0	15	-4	8	-14	0	4
CC1=C(C(=O)Nc2cccnc2)C(c2cccnc2)n2nc(-c3cccs3)nc2N1 (stereo not given)
→ -34	1	-11	-3	2	14	-18	-71	-9
CC(C)Cn1c(N)c(C(=O)COC(=O)C2CC(=O)N(Cc3ccccc3Cl)C2)c(=O)n(C)c1=O (stereo not given)
→ -16	16	-2	-7	-3	11	17	-3	11
COc1ccc(N2CCN(C(=O)c3oc4ccccc4c3NC(=O)Cc3ccc(OC)c(OC)c3)CC2)cc1
→ -13	2	2	-3	0	18	14	11	0
N/C(=N\NC(=O)c1ccc(F)cc1)c1cc2ccccc2oc1=O
→ -8	16	1	2	-16	4	-24	-20	-6
N#Cc1c(/N=C/c2cc(Br)cs2)sc2c1CCC2
→ -17	9	8	-13	-5	10	15	12	3
Cc1c(Cl)c(C(=O)N2CCCc3ccccc32)nn1C
→ -4	-6	-6	-4	3	-1	-2	11	3
O=C(COC(=O)c1ccco1)NCc1ccc(F)cc1
→ -2	10	-5	-3	2	9	12	8	-10
CC(C)(C)OC(=O)NCCCCCc1nnc(SCc2c(F)cccc2Cl)o1
→ -5	22	-2	-7	2	17	-13	8	0
O=C(NCCN1CCOCC1)c1ccccc1OCc1ccccc1
→ 2	5	-2	0	1	-2	-8	12	-5
CCOC(=O)c1ccc(NS(=O)(=O)c2cc3c(cc2C)NC(=O)CO3)cc1
→ 5	-5	-1	-5	-1	6	-25	0	1
CCCn1c(SCC(=O)c2c(N)n(C3CC3)c(=O)[nH]c2=O)nnc1-c1ccncc1
→ -6	7	-6	5	-4	-11	11	-6	-6
Cc1ccccc1C(=O)Nc1ccnn1C1CCN(C2CCSCC2)CC1
→ -7	7	-7	2	-53	-5	0	6	-9
CCCn1nnnc1NCc1cccc(OC)c1OCC
→ -16	2	7	-5	0	-9	-5	17	4
O=C(CSc1nnc(NC2CC2)s1)Nc1ccc(N2CCOCC2)cc1
→ -4	18	1	3	-1	-7	10	6	-4
Nc1nc(N2CCN(C(c3ccccc3)c3ccccc3)CC2)n[nH]1
→ -6	2	-4	4	2	0	7	16	-8
